D2 agonist: D2 dopamine receptor (human) agonism. HEK293 T-REx D2 cells, calcium flux agonist mode. activation, % at 2 µM. actives 0.53% (n = 340,000);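 active = activation over 3 SD above normal in the single-dose calcium agonist read, cut at about 30% in these data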; note: 0% is about no effect
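Tetracycline-induced HEK293 T-REx cells with force-coupled D2 receptor, plated overnight at 30 C, loaded with no-wash calcium dye. After a 10 s baseline, compound was pin-added and calcium flux read kinetically for 180 s; calcium rises flagged agonists.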
D1 ag: activates the human D1 dopamine receptor. HEK293 T-REx D1 cells, calcium flux, agonist mode. activation, % at 2 µM. actives 1% (n = 360,000). AID 504660; note: 0% is about no effect
Target sequence (P21728 whole entry, looked up): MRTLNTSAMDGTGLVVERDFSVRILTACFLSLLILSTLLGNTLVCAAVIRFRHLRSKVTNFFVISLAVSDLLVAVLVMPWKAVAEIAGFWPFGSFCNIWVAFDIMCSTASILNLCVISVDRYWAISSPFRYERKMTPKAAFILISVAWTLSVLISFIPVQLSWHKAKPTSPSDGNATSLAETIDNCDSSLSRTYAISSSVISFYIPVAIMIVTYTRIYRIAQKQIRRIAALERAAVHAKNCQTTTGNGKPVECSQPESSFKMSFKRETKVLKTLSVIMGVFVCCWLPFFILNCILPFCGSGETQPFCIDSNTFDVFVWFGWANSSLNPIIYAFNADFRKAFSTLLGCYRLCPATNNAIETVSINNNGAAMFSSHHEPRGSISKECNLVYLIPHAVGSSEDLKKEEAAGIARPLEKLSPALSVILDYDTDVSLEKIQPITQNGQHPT
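Tetracycline-induced HEK293 TREx D1 cells, force-coupled to calcium signalling, were dye-loaded with a no-wash calcium kit. Compound was pin-added after a 10 s baseline. Fluorescence was read kinetically at 1 cycle/s for 180 s, with calcium rises flagged as agonism.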
D1 antag: human D1 dopamine receptor antagonism; P21728; HEK293 TREx D1 cells, calcium flux, dopamine EC80; active compounds read low; activity change, negative = inhibition, % at 10 µM; actives 3.2% (n = 360,000); AID 504652; in the data active = activity change below about -30%; note: % is set by controls: 0 for no effect and ±100 for the full control effect
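Calcium flux readout: force-coupled, inducible Hek293 Trex D1 line, cells induced overnight at 30 C with tetracycline, dye-loaded 30–90 min at RT. Antagonism scored against EC80 dopamine challenge given 180 s after compound.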
D2 antag: antagonists of human D2 dopamine receptor; inhibition, % at 10 µM; actives 2% (n = 340,000); HEK293 TREx D2 cells, calcium flux, dopamine EC80; AID 485344; in the data active = inhibition above about 30%; note: 0% is about no effect
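Overnight-induced (tetracycline, 30 C) HEK293 T-REx cells carrying force-coupled D2 receive a no-wash calcium dye, then compound, then EC80 dopamine at 180 s; signals are read kinetically throughout.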
TRHR ag: activates the human TRH receptor. activation, % at 2 µM. AID 493084. TRHR cells, calcium flux fluo-8, FDSS agonist mode. P34981. actives 0.18% (n = 360,000); note: 0% is about no effect
Target sequence (P34981 whole entry, looked up): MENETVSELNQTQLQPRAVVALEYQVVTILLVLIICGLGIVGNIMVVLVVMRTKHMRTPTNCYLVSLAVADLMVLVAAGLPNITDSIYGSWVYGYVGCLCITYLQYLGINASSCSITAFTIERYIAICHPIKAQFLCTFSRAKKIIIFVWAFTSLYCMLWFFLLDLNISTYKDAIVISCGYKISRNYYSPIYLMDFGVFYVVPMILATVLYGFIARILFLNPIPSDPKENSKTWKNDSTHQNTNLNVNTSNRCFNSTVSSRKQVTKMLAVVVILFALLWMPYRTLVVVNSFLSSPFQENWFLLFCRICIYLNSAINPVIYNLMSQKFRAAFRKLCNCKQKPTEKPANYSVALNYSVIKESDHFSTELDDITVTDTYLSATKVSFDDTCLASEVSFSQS
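Read-out: compound-evoked intracellular calcium rise in TRHR cells, fluo-8 dye, kinetic FDSS fluorescence at 1 s/cycle following a 10-cycle baseline. Cells cultured overnight before dye loading (30 min–1.5 h, RT).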
D2 PAM: D2 dopamine receptor (human) potentiation; actives 0.34% (n = 340,000); AID 485347; potentiation, % at 10 µM; HEK293 T-REx D2, calcium flux, EC20 dopamine potentiation;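 active = potentiation over 3 SD above the plate norm, cut at about 30% in these data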; note: 0% is about no effect
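Primary screen. Calcium kinetics in induced HEK293 T-REx D2 cells: compound pre-addition 180 s, EC20 dopamine, 180 s more.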
RXFP1 antagonist: antagonists of human relaxin receptor RXFP1; HEK293-RXFP1, relaxin-stimulated cAMP HTRF, 30 min; active compounds read low; activity change, negative = inhibition, % at 57.5 µM; actives 0.59% (n = 350,000); AID 1259400;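 active = activity change of -60% or lower, but not beyond a set lower limit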; note: % is set by controls: 0 for no effect and ±100 for the full control effect
D1 potentiator: human D1 dopamine receptor positive modulation; P21728; potentiation, % at 10 µM; actives 0.036% (n = 360,000); HEK293 TREx D1 cells, calcium flux, dopamine EC20 potentiation; in the data active = potentiation above about 30%; note: 0% is about no effect
TRHR enhancer: allosterically enhances the human TRH receptor; TRHR cells, fluo-8 calcium fluorescence, EC20 TRH enhancement; AID 493056; P34981; enhancement, % at 2 µM; actives 0.66% (n = 360,000); in the data active = enhancement above about 30%; note: 0% is about no effect
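TRHR-expressing cells loaded with fluo-8 calcium dye were read kinetically (ex 480/em 530) during compound addition, then stimulated with an EC20 of TRH (10 nM final). Enhancement of the Gq-mediated intracellular calcium response was scored.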
Active calls of the source: *. Cut-off read from the data, not from the text of the source, unless noted: active = activation above about 30%; inactive = the rest.

`Cc1ccc(N(CC(=O)NCc2ccccn2)S(=O)(=O)c2ccccc2)cc1C` gave D2 agonist 0.1, D1 ag 2, D1 antag -6, D2 antag -1, TRHR ag -1.0, D2 PAM 4, RXFP1 antagonist 11, D1 potentiator -12 and TRHR enhancer 5.
For CSc1nc(N(C)C)nc(N2CC(=O)N(CCNS(=O)(=O)c3ccc(C)cc3)C2=N)n1 the results were D2 agonist -0.9, D1 ag 2, D1 antag -5, D2 antag 9, TRHR ag -2.5, D2 PAM 8, RXFP1 antagonist -10, D1 potentiator -1 and TRHR enhancer 4.
`COc1cccc2c1OCC1COc3c(c(=O)n(C)c(=O)n3C)C21` (centres undefined) gave D2 agonist -0.9, D1 ag 0, D1 antag 8, D2 antag -17, TRHR ag 0.2, D2 PAM 15, RXFP1 antagonist 4, D1 potentiator -2 and TRHR enhancer 18.
Screening CCOc1ccc(C(=O)N2CCN(S(=O)(=O)c3cccs3)CC2)c(OCC)c1 returned D2 agonist 0.2, D1 ag 4, D1 antag 6, D2 antag 1, TRHR ag 0.6, D2 PAM 8, RXFP1 antagonist 0, D1 potentiator 14 and TRHR enhancer 21.
Cn1nc(-c2ccccc2)cc1NC(=O)c1ccc(Cl)cc1 was read as D2 agonist 0.0, D1 ag 24, D1 antag 0, D2 antag -20, TRHR ag -0.3, D2 PAM 7, D1 potentiator -4 and TRHR enhancer -3.
`CCSc1nnc(NC(=O)CSc2nc3c(c(=O)n2C)SC(C)C3)s1` (centres undefined) gave D2 agonist -0.1, D1 ag 7, D1 antag 5, D2 antag 9, TRHR ag -0.4, D2 PAM 13, RXFP1 antagonist 3, D1 potentiator 3 and TRHR enhancer 0.
`CN(C)c1cc(-c2ccc(Br)cc2)oc(=O)c1Cl` gave D2 agonist -1.3, D1 ag 5, D1 antag -6, D2 antag -6, TRHR ag -2.6, D2 PAM -1, RXFP1 antagonist -3, D1 potentiator -2 and TRHR enhancer -4.
`Cc1nnc(SCC(=O)N2CCCc3ccccc32)[nH]c1=O` gave D2 agonist 0.6, D1 ag 3, D1 antag 4, D2 antag -6, TRHR ag -0.7, D2 PAM -12, RXFP1 antagonist -6, D1 potentiator -2 and TRHR enhancer 2.
Screening O=[N+]([O-])c1ccc(Cl)c2c1C1C=CCC1C(c1ccccn1)N2 (centres undefined) returned D2 agonist 4.7, D1 ag 2, D1 antag 7, D2 antag 11, TRHR ag -0.5, D2 PAM 11, RXFP1 antagonist -118*, D1 potentiator -1 and TRHR enhancer 1.
For CCOC(=O)Cn1nc(/C=C/c2ccc(C)cc2)ccc1=O the results were D2 agonist -0.8, D1 ag 2, D1 antag -9, D2 antag 14, TRHR ag -1.1, D2 PAM -6, RXFP1 antagonist -8, D1 potentiator -8 and TRHR enhancer -5.
For Cn1c(=O)c([N+](=O)[O-])c(NCC(O)c2ccccc2)c2ccccc21 (centres undefined) the results were D2 agonist -0.7, D1 ag 0, D1 antag -14, D2 antag -19, TRHR ag -0.3, D2 PAM 2, RXFP1 antagonist -7, D1 potentiator 0 and TRHR enhancer 26.
CC(OC(=O)COc1ccc(Nc2ccccc2)cc1)C(=O)N(C)c1ccccc1 (centres undefined) was read as D2 agonist 0.6, D1 ag 4, D1 antag 2, D2 antag -15, TRHR ag 0.6, D2 PAM 7, RXFP1 antagonist -6, D1 potentiator -2 and TRHR enhancer -5.

Copied from the results shown (five entries):
`Cc1nnc(SCC(=O)N2CCCc3ccccc32)[nH]c1=O` gave D2 agonist 0.6, D1 ag 3, D1 antag 4, D2 antag -6, TRHR ag -0.7, D2 PAM -12, RXFP1 antagonist -6, D1 potentiator -2 and TRHR enhancer 2.
Screening O=[N+]([O-])c1ccc(Cl)c2c1C1C=CCC1C(c1ccccn1)N2 (centres undefined) returned D2 agonist 4.7, D1 ag 2, D1 antag 7, D2 antag 11, TRHR ag -0.5, D2 PAM 11, RXFP1 antagonist -118*, D1 potentiator -1 and TRHR enhancer 1.
For CCOC(=O)Cn1nc(/C=C/c2ccc(C)cc2)ccc1=O the results were D2 agonist -0.8, D1 ag 2, D1 antag -9, D2 antag 14, TRHR ag -1.1, D2 PAM -6, RXFP1 antagonist -8, D1 potentiator -8 and TRHR enhancer -5.
For Cn1c(=O)c([N+](=O)[O-])c(NCC(O)c2ccccc2)c2ccccc21 (centres undefined) the results were D2 agonist -0.7, D1 ag 0, D1 antag -14, D2 antag -19, TRHR ag -0.3, D2 PAM 2, RXFP1 antagonist -7, D1 potentiator 0 and TRHR enhancer 26.
CC(OC(=O)COc1ccc(Nc2ccccc2)cc1)C(=O)N(C)c1ccccc1 (centres undefined) was read as D2 agonist 0.6, D1 ag 4, D1 antag 2, D2 antag -15, TRHR ag 0.6, D2 PAM 7, RXFP1 antagonist -6, D1 potentiator -2 and TRHR enhancer -5.

Further records.
For O=C(/C=C/c1ccc(Cl)cc1Cl)c1ccc[nH]1 the results were D2 agonist -0.1, D1 ag -1, D1 antag 7, D2 antag -8, TRHR ag -0.3, D2 PAM -11, RXFP1 antagonist 7, D1 potentiator 0 and TRHR enhancer 3.
`Cc1cc(C)n2nc(SCC(=O)NC3CCCCC3)nc2n1` gave D2 agonist 0.1, D1 ag 1, D1 antag -15, D2 antag 4, TRHR ag 0.0, D2 PAM -3, RXFP1 antagonist -14, D1 potentiator -2 and TRHR enhancer 1.
`Clc1cccc(COn2c(-c3ccc(Cl)cc3Cl)nc3ncccc32)c1` gave D2 agonist 0.8, D1 ag 1, D2 antag 19, TRHR ag -0.3, D2 PAM 8, RXFP1 antagonist -17, D1 potentiator -4 and TRHR enhancer -12.
`CCn1ncc(/C=N/N=C2\CCC3C4CCc5cc(O)ccc5C4CCC23C)c1C` (centres undefined) gave D2 agonist -0.4, D1 ag 7, D1 antag 9, D2 antag -17, TRHR ag 0.1, D2 PAM 6, RXFP1 antagonist -12, D1 potentiator -2 and TRHR enhancer -5.
O=S(=O)(Nc1ncccn1)c1cc(Cl)ccc1Cl was read as D2 agonist -0.9, D1 ag 1, D1 antag 0, D2 antag -3, TRHR ag 0.4, D2 PAM 4, RXFP1 antagonist 2, D1 potentiator -3 and TRHR enhancer 7.
For CCOc1ccc(C2CC(=O)NC(NC(=O)c3cccc(Cl)c3)=N2)cc1 (centres undefined) the results were D2 agonist -1.0, D1 ag 2, D1 antag 10, TRHR ag -0.2, D2 PAM 0, RXFP1 antagonist 16, D1 potentiator 0 and TRHR enhancer -7.
Cc1nc2ccc(NC(=O)c3nn(CC(C)C)c(=O)c4ccccc34)cc2s1 was read as D2 agonist -0.3, D1 ag 0, D1 antag -14, D2 antag 3, TRHR ag 0.7, D2 PAM 6, RXFP1 antagonist -1, D1 potentiator 4 and TRHR enhancer -9.
`CCC1(C)Cc2c(sc3nnn(CC(=O)Nc4ccccc4)c(=O)c23)CO1` (centres undefined) gave D2 agonist -1.4, D1 ag 3, D1 antag -7, D2 antag -2, TRHR ag 0.5, D2 PAM 7, RXFP1 antagonist 8, D1 potentiator 4 and TRHR enhancer -2.
COc1ccc(/C=C/C(=O)Nc2ccccc2)cc1S(=O)(=O)N1CCOCC1 was read as D2 agonist 0.0, D1 ag 2, D1 antag -2, D2 antag -5, TRHR ag -1.7, D2 PAM 6, RXFP1 antagonist -7, D1 potentiator 4 and TRHR enhancer 3.
Cc1ccc(C)c(NC(=O)C2CCCN(S(=O)(=O)c3cccc4nsnc34)C2)c1 (centres undefined) was read as D2 agonist 0.1, D1 ag -1, D1 antag -1, TRHR ag 0.2, D2 PAM -4, D1 potentiator 1 and TRHR enhancer -6.
`CCCc1nn(C)c(C(=O)Nc2ccc(Cl)cc2)c1Cl` gave D2 agonist -0.8, D1 ag 1, D1 antag -10, D2 antag -10, TRHR ag 0.4, D2 PAM -11, RXFP1 antagonist -3, D1 potentiator -2 and TRHR enhancer 4.
Cc1cc2nc(-c3ccc4c(c3)CCC4)ccn2n1 was read as D2 agonist 1.7, D1 ag 3, D1 antag 1, D2 antag -9, TRHR ag 3.6, D2 PAM -1, RXFP1 antagonist -9, D1 potentiator 6 and TRHR enhancer -4.
Screening Cn1c(=O)[nH]c(=O)c2c1nc(SCC(=O)O)n2CCOc1ccccc1 returned D2 agonist 1.5, D1 ag 2, D1 antag -4, D2 antag 1, TRHR ag 0.8, D2 PAM -5, RXFP1 antagonist 7, D1 potentiator -4 and TRHR enhancer -3.
For Cc1nc2nc(NCc3cccs3)nn2c(C)c1Cl the results were D2 agonist 0.1, D1 ag 1, D1 antag 4, D2 antag -14, TRHR ag -0.6, D2 PAM -8, RXFP1 antagonist 1, D1 potentiator -6 and TRHR enhancer -2.
For Cc1ccc(Sc2ccc(NC(=O)CCl)cc2)cc1C the results were D2 agonist 0.4, D1 ag 5, D1 antag -8, D2 antag -9, TRHR ag -0.6, D2 PAM -7, RXFP1 antagonist -8, D1 potentiator -6 and TRHR enhancer -5.
Screening CCn1c(SCC(=O)O)nc2ccccc21 returned D2 agonist 0.6, D1 ag 3, D1 antag -2, D2 antag -6, TRHR ag 3.0, D2 PAM 6, RXFP1 antagonist -8, D1 potentiator -7 and TRHR enhancer 5.
Screening COc1ccc(NC(=O)CSc2nnc(C3CC3)n2N)cc1 returned D2 agonist -0.4, D1 ag 4, D1 antag 7, D2 antag -3, TRHR ag 0.8, D2 PAM 4, RXFP1 antagonist 7, D1 potentiator 2 and TRHR enhancer 4.
Cc1ccc(-n2c(O)c(C=NC3CCS(=O)(=O)C3)c3ccccc3c2=O)cc1C (centres undefined) was read as D2 agonist 0.4, D1 ag -1, D2 antag 10, TRHR ag -0.5, D2 PAM 9, RXFP1 antagonist 8, D1 potentiator -1 and TRHR enhancer -2.
`CC(C)CCN1C(=O)CCC1(C)C(=O)NC1CCCCCC1` (centres undefined) gave D2 agonist 0.0, D1 ag 3, D1 antag 0, D2 antag 5, TRHR ag -0.6, D2 PAM -7, RXFP1 antagonist -8, D1 potentiator -8 and TRHR enhancer -6.
Screening O=C(NCC(c1ccco1)N1CCc2ccccc21)C(=O)Nc1ccccc1 (centres undefined) returned D1 ag 1, D1 antag -2, D2 antag -11, TRHR ag 0.3, D2 PAM -2, RXFP1 antagonist -66*, D1 potentiator -1 and TRHR enhancer 17.
For COc1ccc(CNC(=O)N2CCc3ccccc3C2)cc1Cl the results were D2 agonist 0.5, D1 ag 7, D1 antag -25, D2 antag -23, TRHR ag -0.2, D2 PAM -6, RXFP1 antagonist -6, D1 potentiator -8 and TRHR enhancer 2.
Screening O=C(COc1ccc(Cl)cc1Cl)NC(=S)Nc1ccc(CN2CCOCC2)cc1 returned D2 agonist 0.4, D1 ag 13, D1 antag -40*, D2 antag 7, TRHR ag 0.5, D2 PAM 7, RXFP1 antagonist -4, D1 potentiator -5 and TRHR enhancer 6.
COc1ccccc1NC(=O)CSc1nnc2c3ccccc3n(C(C)C)c2n1 was read as D2 agonist -2.2, D1 ag 1, D1 antag -6, TRHR ag -1.5, D2 PAM -18, RXFP1 antagonist -2, D1 potentiator -2 and TRHR enhancer 16.
Screening COc1cc2c(cc1OC)C(COc1ccccc1OC)N(C(=O)CC(C)C)CC2 (centres undefined) returned D1 ag 6, D1 antag -22, TRHR ag 0.2, D2 PAM 10, D1 potentiator 8 and TRHR enhancer 13.
